AI-2 QS mod: modulates the Vibrio harveyi AI-2 quorum sensing system | 300,000 tested, 0.4% active | activity change, % at 7.5 µM | Vibrio harveyi JMH597 AI-2 luminescence/OD600 ratio, 9 h; active compounds read low; strain lacks LuxN and CqsS sensors; 0 = neutral-control median; in the data active means activity change below about -75%, passing the limit was not always enough; inconclusive means no clear call, values can overlap the other calls;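 further: luminescence divided by OD600 gain over 9 h not by final OD600 alone; inactives centre near 13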
GSK3 alpha inh: human GSK-3 alpha kinase inhibition; inhibition, % at 10 µM; ADP-Glo luminescence, 60 min; 320,000 tested, 0.1% active;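 in the data active means inhibition above about 50%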;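 further: GST-tagged GSK-3 alpha with peptide substrate and 25 µM ATP; 0% = DMSO neutral wells and 100% = GW8510 positive control wells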
Target sequence (P49840 whole entry, looked up): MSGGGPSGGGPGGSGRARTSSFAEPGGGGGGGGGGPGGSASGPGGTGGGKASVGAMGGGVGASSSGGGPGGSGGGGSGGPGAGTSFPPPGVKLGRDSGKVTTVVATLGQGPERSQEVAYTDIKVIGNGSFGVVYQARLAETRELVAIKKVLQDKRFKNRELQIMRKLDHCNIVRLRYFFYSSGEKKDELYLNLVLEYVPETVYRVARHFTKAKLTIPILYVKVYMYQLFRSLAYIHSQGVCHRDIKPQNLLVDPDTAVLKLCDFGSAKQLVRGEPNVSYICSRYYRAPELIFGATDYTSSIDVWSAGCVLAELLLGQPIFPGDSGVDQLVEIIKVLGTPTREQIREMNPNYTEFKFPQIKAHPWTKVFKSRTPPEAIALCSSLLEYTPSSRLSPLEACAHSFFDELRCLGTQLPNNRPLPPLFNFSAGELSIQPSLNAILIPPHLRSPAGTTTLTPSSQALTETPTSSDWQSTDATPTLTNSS
GSK3beta inhib: blocks human GSK3beta kinase activity. GST-GSK3beta kinase, ADP-Glo luminescence, 60 min; active compounds read low. activity score (negative = inhibition), % at 10 µM. 300,000 tested, 0.038% active. AID 2097;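 active means more than half of replicate wells score below -50%, meaning over 50% inhibition versus plate controls; inconclusive means some replicates but at most half score below -50%; inactive means no replicate scores below -50%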;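 further: 0% = median DMSO wells and -100% = median GW8510 positive control wells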
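Assay system: GST-tagged human GSK3beta kinase, cell-free; Input: 1.6 ng GSK3beta; Medium: Tris/MgCl2 kinase buffer; Timing: 60 min enzyme reaction, room temperature; Signal: ADP-Glo luminescence quantifying ADP generated by kinase; Evaluation: score relative to plate controls; Benchmarks: DMSO neutral wells and GW8510 at 20 µM as positive.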
HSF1 inh: HSF1 inhibition | NIH3T3-HGL HSE-luciferase, MG132-induced, luminescence 8 h; active compounds read low | activity change, negative = inhibition, % at 7.5 µM (by protocol) | 300,000 tested, 0.77% active | AID 2098;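 active means more than half of replicate wells show activity change below -50%, luminescence cut by over half; inconclusive means some wells, but at most half, below -50%; inactive means no replicate well below -50%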;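 further: luciferase reports HSF-1 transcriptional activity via heat shock element; 0% = median of DMSO wells and -100% = zero luminescence signal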
HSP90 inh: inhibitors of HSP90 luciferase refolding in rabbit reticulocyte lysate | inhibition, % at 5.6 µM | 290,000 tested, 0.91% active | luciferase refolding luminescence, 3 h;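 active means inhibition above the screen-wide mean plus 3 SD, computed separately per campaign, cut at about 16% in these data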;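 further: 0% = DMSO wells and 100% = 60 µM geldanamycin wells; inhibitors lower the luminescence because luciferase stays unfolded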
HSF1 activator: increases HSF-1 driven luciferase reporter signal; NIH3T3-HGL HSF-1 luciferase reporter, MG132, 8 h; 100% = twice DMSO control signal; activation, % at 9 µM; 300,000 tested, 1.7% active; AID 504408;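 active means mean replicate activation of at least 50% with a set share of replicates each reaching 50%; inconclusive means only one of those two conditions met; inactive means mean below 50% and too few replicates reaching it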;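 further: 0% = median of the neutral control wells and 100% = twice that signal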
DYRK1A inh: Dyrk1A (rat) kinase inhibition | Q63470 | 310,000 tested, 0.43% active | ADP-Glo luminescence, NFATc1 peptide | inhibition, % at 12.5 µM; in the data active means inhibition above about 50%;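 further: plate controls were vehicle with enzyme for no effect and no enzyme for full effect; many of its hits are not listed in these tables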
Platelet DG rel: modulates dense granule release in human platelets; human platelet-rich plasma, SFLLRN dense granule ATP release, luminescence; inhibition, %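 (compounds screened at 7.5 µM in platelet-rich plasma)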; 300,000 tested, 0.22% active; AID 1663;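 active means mean replicate score, as percent of positive control, at or above 50; inconclusive means mean below 50 but at least one replicate at or above 50; inactive means mean and every replicate below 50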
PolyA inh: inhibitors of polyadenylation in S. cerevisiae; S. cerevisiae SKY197-pL101 polyadenylation reporter, beta-gal luminescence; efflux-impaired pdr1/pdr3 knockout yeast; score 100 = 6 SD above DMSO; calls only at 12 µM; 300,000 tested, 0.02% active; AID 1875;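 active means lowest replicate activity score at least 50, where 100 means six control SD above control mean; inconclusive means lowest score under 50 but half or more replicates reach 50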;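 further: yeast exposed to compound for 9 h at 30 °C; higher score means more reporter readthrough which indicates perturbed polyadenylation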
HDAC3 inh: blocks human histone deacetylase 3; O15379; recombinant HDAC3, fluorogenic peptide/trypsin coupled, fluorescence; inhibition, % at 8.3 µM; 320,000 tested, 0.15% active; AID 2718; in the data active means inhibition above about 26%, passing the limit was not always enough; inconclusive means no clear call, values can overlap the other calls
Numbers without * were called inactive; i = inactive; ? = inconclusive; . = not tested or not shown.

Short keys – A = AI-2 QS mod; B = GSK3 alpha inh; C = GSK3beta inhib; D = HSF1 inh; E = HSP90 inh; F = HSF1 activator; G = DYRK1A inh; H = Platelet DG rel; I = PolyA inh; J = HDAC3 inh
1. Cc1cc(C)c[n+](CC(=O)c2ccc(-c3ccccc3)cc2)c1
  A: 34 | B: 2 | C: 0 | D: -8 | E: -3 | F: -14 | G: -3 | H: 4 | I: i | J: 2
2. O=C(O/N=C1\C(=O)N(c2ccccc2)c2ccccc21)C1CC1
  A: -4 | B: -2 | C: 3 | D: -3 | E: -2 | F: -12 | G: 0 | H: 7 | I: i | J: -2
3. O=C1CC(C(F)(F)C(F)(F)C(F)(F)C(F)(F)F)=Nc2ccccc2N1
  A: 2 | B: -1 | C: 2 | D: 5 | E: -8 | F: 2 | G: 6 | H: 2 | I: . | J: 16
4. CNC(=O)Cn1nc(-c2ccc(C)c(S(=O)(=O)N(C)C)c2)c2ccccc2c1=O
  A: 38 | B: -2 | C: -1 | D: 0 | E: 1 | F: -5 | G: 3 | H: -6 | I: i | J: -1
5. O=C(NNc1ccccc1Br)C(O)(c1cccc(C(F)(F)F)c1)c1cccc(C(F)(F)F)c1
  A: 11 | B: 15 | C: 1 | D: -2 | E: 4 | F: 10 | G: -5 | H: -4 | I: i | J: 0
6. COc1ccc(CCNC(=O)Cn2nnc(-c3cccs3)n2)cc1OC
  A: 29 | B: -1 | C: -4 | D: -4 | E: 3 | F: -9 | G: -10 | H: -4 | I: i | J: -9
7. COc1ccc(C(=O)NCC(=O)OCC(=O)Nc2ccc(C)c(S(=O)(=O)N(C)C)c2)cc1OC
  A: 7 | B: 1 | C: 3 | D: -10 | E: -1 | F: -7 | G: -3 | H: 6 | I: i | J: -1
8. CCOc1ccc(-n2cc(C(=O)N3CCC(C)CC3)c3cc(OC)c(OC)cc3c2=O)cc1
  A: 9 | B: -1 | C: 2 | D: 23 | E: -5 | F: 66* | G: -1 | H: . | I: i | J: 5
9. CCc1c(C)sc(NC(=S)Nc2nc(C)cc(C)n2)c1C(=O)OC
  A: -1 | B: -1 | C: 0 | D: 39 | E: 0 | F: ? | G: -4 | H: 10 | I: i | J: -2
10. O=C(CNC(=O)C1CCCCC1)OCc1cc(=O)oc2ccc3ccccc3c12
  A: 25 | B: 1 | C: 5 | D: -7 | E: -2 | F: 8 | G: 4 | H: 10 | I: i | J: -68
11. COc1ccc(-n2cnnc2SCC(=O)c2cc(C)n(Cc3cccs3)c2C)cc1
  A: 27 | B: 0 | C: -1 | D: 9 | E: 1 | F: 6 | G: . | H: . | I: i | J: 11
12. CC(C)c1ccc(NC(=O)COC(=O)/C=C/c2cccc([N+](=O)[O-])c2)cc1
  A: 24 | B: -1 | C: 1 | D: 3 | E: 1 | F: -7 | G: -5 | H: -2 | I: i | J: 0
13. O=C(CCN1C(=O)/C(=C/c2ccc(Cl)cc2)SC1=S)NC1C=CS(=O)(=O)C1 (stereo not drawn)
  A: 19 | B: -2 | C: -2 | D: 1 | E: -5 | F: 3 | G: -2 | H: -3 | I: i | J: -6
14. COc1cc(OC)cc(C(=O)NC(=S)NNC(=O)Cc2cccs2)c1
  A: 59 | B: -1 | C: 1 | D: -14 | E: 4 | F: -3 | G: -3 | H: 2 | I: i | J: 2
15. O=C(COC(=O)c1ccc(Br)o1)Nc1cccc(S(=O)(=O)N2CCCCCC2)c1
  A: -2 | B: -4 | C: 2 | D: 0 | E: 2 | F: -5 | G: 0 | H: -4 | I: i | J: 10
16. COc1ccc(/C(O)=C2/C(=O)C(=O)N(CCN(C)C)C2c2ccc(C)cc2)cc1Cl (stereo not drawn)
  A: 17 | B: -3 | C: 1 | D: -8 | E: 4 | F: -1 | G: -1 | H: 13 | I: i | J: 2
17. Cc1ccc(NC2=NCC(=O)N2C2CCCC2)c(C)c1
  A: 18 | B: -3 | C: 2 | D: -5 | E: 4 | F: -4 | G: 3 | H: -9 | I: i | J: 2
18. COc1ccc(OC)c(NC(=O)c2cc3oc4ccccc4c3cc2O)c1
  A: 21 | B: 0 | C: -1 | D: 5 | E: -3 | F: 0 | G: -1 | H: -3 | I: i | J: -7
19. COc1ccc(S(=O)(=O)N2CCN(C(=O)CNC(=O)c3ccc4c(c3)OCO4)CC2)cc1
  A: . | B: 0 | C: . | D: -4 | E: . | F: -5 | G: 2 | H: -22 | I: i | J: -3
20. CC1CCCN(C(=O)NC2CC(=O)N(c3ccc4c(c3)OCCO4)C2)C1 (stereo not drawn)
  A: 8 | B: -4 | C: 2 | D: -5 | E: . | F: -4 | G: 1 | H: 4 | I: i | J: 7
21. COc1ccc(NC(=O)C#Cc2ccccc2)cc1OC
  A: 25 | B: 0 | C: 2 | D: 13 | E: -2 | F: 26 | G: 7 | H: 3 | I: i | J: 1
22. CCCOc1ccc(C2c3c(oc4cc(C)c(C)cc4c3=O)C(=O)N2CCCN(C)C)cc1OCC (stereo not drawn)
  A: 9 | B: . | C: 1 | D: -1 | E: -1 | F: 5 | G: 13 | H: -2 | I: i | J: 1
23. CCCS(=O)(=O)N1CCCC(C(=O)NCCc2ccccc2)C1 (stereo not drawn)
  A: 19 | B: 2 | C: 1 | D: 5 | E: 4 | F: 4 | G: 2 | H: . | I: i | J: -2
24. O=C(CCCOc1ccc(Cl)cc1Cl)N/N=C/c1ccccc1O
  A: -9 | B: 3 | C: 1 | D: 19 | E: -3 | F: 20 | G: 2 | H: -8 | I: i | J: 6
25. COc1ccc(C(=O)/C=C/c2ccc(OC)c(Cn3nnc4ccccc43)c2)cc1
  A: 34 | B: -4 | C: -3 | D: 44 | E: -3 | F: 80* | G: -1 | H: -20 | I: i | J: 3
26. COCC1CCN(C(=O)c2cc(COc3cc(C)c(Cl)c(C)c3)on2)C1 (stereo not drawn)
  A: 22 | B: -1 | C: -1 | D: 20 | E: -1 | F: 25 | G: -3 | H: 6 | I: i | J: 5

Structural class: the entries above containing a Cl atom.
Short keys – A = AI-2 QS mod; B = GSK3 alpha inh; C = GSK3beta inhib; D = HSF1 inh; E = HSP90 inh; F = HSF1 activator; G = DYRK1A inh; H = Platelet DG rel; I = PolyA inh; J = HDAC3 inh
13. O=C(CCN1C(=O)/C(=C/c2ccc(Cl)cc2)SC1=S)NC1C=CS(=O)(=O)C1 (stereo not drawn)
  A: 19 | B: -2 | C: -2 | D: 1 | E: -5 | F: 3 | G: -2 | H: -3 | I: i | J: -6
16. COc1ccc(/C(O)=C2/C(=O)C(=O)N(CCN(C)C)C2c2ccc(C)cc2)cc1Cl (stereo not drawn)
  A: 17 | B: -3 | C: 1 | D: -8 | E: 4 | F: -1 | G: -1 | H: 13 | I: i | J: 2
24. O=C(CCCOc1ccc(Cl)cc1Cl)N/N=C/c1ccccc1O
  A: -9 | B: 3 | C: 1 | D: 19 | E: -3 | F: 20 | G: 2 | H: -8 | I: i | J: 6
26. COCC1CCN(C(=O)c2cc(COc3cc(C)c(Cl)c(C)c3)on2)C1 (stereo not drawn)
  A: 22 | B: -1 | C: -1 | D: 20 | E: -1 | F: 25 | G: -3 | H: 6 | I: i | J: 5

From PubChem BioAssay

Only part of the results is shown. The share of hits here may be higher or lower than overall.
